RBBP9 inh – blocks human serine hydrolase RBBP9. recombinant RBBP9, FP-Rh probe fluorescence polarization. inhibition, % at 7.94 µM. 220,000 tested, 0.2% active. AID 1515;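 active = inhibition above the campaign mean of all tested compounds plus 3 SD, cut at about 14% in these data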;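 note: plate controls were DMSO wells with RBBP9 for no effect and wells lacking RBBP9 protein for full effect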
Target sequence (O75884 whole entry, looked up): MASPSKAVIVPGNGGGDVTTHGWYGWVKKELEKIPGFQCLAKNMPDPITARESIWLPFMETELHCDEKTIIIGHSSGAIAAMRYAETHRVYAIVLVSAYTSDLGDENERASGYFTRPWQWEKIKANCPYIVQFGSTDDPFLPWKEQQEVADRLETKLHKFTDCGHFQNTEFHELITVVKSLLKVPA
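Measured by – fluorescence polarization · Test system – RBBP9 protein · Input – 2.5 µM RBBP9 dispensing solution, before mixing · Measure – percent inhibition from mP, scaled between DMSO and no-protein wells · Benchmarks – DMSO-treated enzyme wells and wells lacking RBBP9 · Times – preincubation 30 min plus labeling 45 min at 25 °C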
Ba/F3 V617F tox – loss of viability in JAK2V617F-driven Ba/F3 cells | inhibition, % at 5.6 µM | 220,000 tested, 1.1% active | Ba/F3 EpoR-JAK2V617F viability, ATP luminescence;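 active = inhibition above the campaign mean plus 3 SD over all tested compounds, cut at about 24% in these data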;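 note: cytokine-independent growth of Ba/F3 cells driven by EpoR plus mutant JAK2; 0% = DMSO-treated cells and 100% = JAK inhibitor I control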
TbHK1 inh – blocks Trypanosoma brucei hexokinase 1 activity. inhibition, % at 10 µM. recombinant TbHK1, G6PDH-coupled NADH A340. 220,000 tested, 0.11% active;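 active = inhibition of 50% or more in the single-dose primary screen; inactive = inhibition below 50%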
PGE2 EP2 inh – inhibitors of human EP2 prostaglandin E2 receptor; 260,000 tested, 0.52% active; inhibition, % at 25 µM; P43116; C6 glioma cells expressing human EP2, cAMP TR-FRET; cells stimulated with saturating PGE2;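 active = percent inhibition above 40 after rounding to a whole number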;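 note: rat C6 glioma host cells with rolipram phosphodiesterase inhibitor present; the protocol text gives 20 µM as final concentration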
Furin inhibitor – blocks human furin protease activity; P09958; purified furin, fluorogenic substrate cleavage; inhibition, % at 30 µM; 220,000 tested, 0.061% active; in the data active = inhibition above about 25%; note: inactives centre near -15
Target sequence (P09958 108-714 limits assumed): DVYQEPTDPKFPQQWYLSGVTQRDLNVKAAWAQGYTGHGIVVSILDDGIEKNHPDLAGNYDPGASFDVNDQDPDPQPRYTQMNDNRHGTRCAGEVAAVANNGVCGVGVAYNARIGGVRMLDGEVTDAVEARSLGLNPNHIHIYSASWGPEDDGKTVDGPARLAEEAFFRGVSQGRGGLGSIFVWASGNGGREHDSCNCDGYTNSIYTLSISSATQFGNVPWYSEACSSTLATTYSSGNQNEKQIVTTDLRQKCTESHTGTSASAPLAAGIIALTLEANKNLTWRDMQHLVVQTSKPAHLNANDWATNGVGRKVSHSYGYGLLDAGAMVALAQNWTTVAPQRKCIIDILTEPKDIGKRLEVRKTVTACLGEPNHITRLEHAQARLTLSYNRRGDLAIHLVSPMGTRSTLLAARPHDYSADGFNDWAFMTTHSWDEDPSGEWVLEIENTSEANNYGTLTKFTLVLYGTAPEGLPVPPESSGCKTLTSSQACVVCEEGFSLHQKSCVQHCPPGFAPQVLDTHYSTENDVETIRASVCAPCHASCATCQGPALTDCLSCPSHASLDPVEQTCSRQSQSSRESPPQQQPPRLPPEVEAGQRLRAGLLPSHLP
p97 inhibitor – inhibitors of human p97 ATPase | P55072 | recombinant p97 ATPase, Kinase-Glo ATP luminescence, 3 h | inhibition, % at 8 µM | 220,000 tested, 0.42% active | AID 1481; in the data active = inhibition above about 15%;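 note: 0% = DMSO vehicle and 100% = wells lacking enzyme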
NCF1 inh – blocks human p47phox regulatory protein of NADPH oxidases; P14598; p47phox/p22phox peptide binding, fluorescence polarization, 2 h; inhibition, % at 24.7 µM; 220,000 tested, 0.53% active; AID 1274;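 active = inhibition above about 30%, limit read from the data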;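 note: 0% = p47phox with labelled peptide and 100% = labelled peptide alone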
PPC-1+TRAIL kill – kills PPC-1 cancer cells in the presence of TRAIL; 220,000 tested, 0.41% active; PPC-1 cells + TRAIL, ATPLite viability luminescence; cell killing (% activity), % at 4 µM; AID 1443;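 active = cell killing above 50% in the first pass at 4 µM, then a duplicate retest at 5 µM averaging 50% or more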;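 note: plate controls were cells with TRAIL plus DMSO for no effect and medium-only wells lacking cells for full effect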
BaF3 parental – reduces parental Ba/F3 cell viability, JAK2V617F counter-screen; 220,000 tested, 1.1% active; inhibition, % at 5.6 µM; CellTiter-Glo ATP luminescence;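 active = inhibition above a per-campaign cutoff, the mean inhibition of all tested compounds plus 3 SD, cut at about 27% in these data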;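 note: 0% = DMSO wells and 100% = JAK Inhibitor I control wells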
* hit, by the source's call; [ ] = dose if it differs, or a comment.

Start of the listing, in advance (2 entries):
Nc1n[nH]c(CCCO)n1 was read as RBBP9 inh -9, Ba/F3 V617F tox 2, TbHK1 inh -1, PGE2 EP2 inh 7, Furin inhibitor -28, p97 inhibitor 0, NCF1 inh -5, PPC-1+TRAIL kill -5 and BaF3 parental 7.
Screening Cc1cc2oc(=O)cc(Cn3nnc(-c4ccc(Cl)cc4)n3)c2cc1C(C)C returned RBBP9 inh -11, Ba/F3 V617F tox 0, TbHK1 inh 1, PGE2 EP2 inh 9, Furin inhibitor -21, p97 inhibitor 4, NCF1 inh -40, PPC-1+TRAIL kill 0 and BaF3 parental 4.

The list itself, previewed entries included:
Nc1n[nH]c(CCCO)n1 was read as RBBP9 inh -9, Ba/F3 V617F tox 2, TbHK1 inh -1, PGE2 EP2 inh 7, Furin inhibitor -28, p97 inhibitor 0, NCF1 inh -5, PPC-1+TRAIL kill -5 and BaF3 parental 7.
Screening Cc1cc2oc(=O)cc(Cn3nnc(-c4ccc(Cl)cc4)n3)c2cc1C(C)C returned RBBP9 inh -11, Ba/F3 V617F tox 0, TbHK1 inh 1, PGE2 EP2 inh 9, Furin inhibitor -21, p97 inhibitor 4, NCF1 inh -40, PPC-1+TRAIL kill 0 and BaF3 parental 4.
Screening COc1ccccc1CNC(=O)CCn1c(=O)[nH]c2ccsc2c1=O returned RBBP9 inh 8, Ba/F3 V617F tox -2, TbHK1 inh -1, PGE2 EP2 inh 1, Furin inhibitor -5[20 µM], p97 inhibitor 5, NCF1 inh -6, PPC-1+TRAIL kill 20 and BaF3 parental 5.
For Cc1ccc(CNC(=O)Nc2cccs2)cc1 the results were RBBP9 inh -4, Ba/F3 V617F tox 1, TbHK1 inh 1, PGE2 EP2 inh 3, Furin inhibitor -24, p97 inhibitor 3, NCF1 inh -19, PPC-1+TRAIL kill 30 and BaF3 parental 5.
For CCOC(=O)n1c(SCC(=O)N(CC)CC)nc2ccccc21 the results were RBBP9 inh 1, Ba/F3 V617F tox -1, TbHK1 inh 5, PGE2 EP2 inh -1, Furin inhibitor -7[20 µM], p97 inhibitor -3, NCF1 inh -14, PPC-1+TRAIL kill 4 and BaF3 parental 4.
For COC(=O)c1cccc2nc3c(C(C)O)cccc3nc12 (stereo unspecified) the results were TbHK1 inh -9, PGE2 EP2 inh 13, Furin inhibitor -6, NCF1 inh 10 and PPC-1+TRAIL kill 2.
`N#CC1=C(N)SC(N)=C(C#N)C1c1ccnc2ccccc12` gave RBBP9 inh -11, Ba/F3 V617F tox 3, TbHK1 inh -16, PGE2 EP2 inh 21, Furin inhibitor 0, p97 inhibitor -2, NCF1 inh -58, PPC-1+TRAIL kill 15 and BaF3 parental 2.
CC1CCCCC1NC(=O)Cn1[nH]c(=O)c2ccccc2c1=O (stereo unspecified) was read as RBBP9 inh -5, Ba/F3 V617F tox 2, TbHK1 inh -11, PGE2 EP2 inh 14, Furin inhibitor -27, p97 inhibitor -2, NCF1 inh -6, PPC-1+TRAIL kill -6 and BaF3 parental 3.
For CCOc1ccc(N2C(=O)CC(n3nc(C)cc3C)C2=O)cc1 (stereo unspecified) the results were RBBP9 inh -4, Ba/F3 V617F tox -2, TbHK1 inh -1, PGE2 EP2 inh 18, Furin inhibitor 2[20 µM], p97 inhibitor 2, NCF1 inh -9, PPC-1+TRAIL kill 5 and BaF3 parental 1.
For O=C(Nc1cccc(S(=O)(=O)N2CCCCC2)c1)c1ccc2c(c1)OCO2 the results were RBBP9 inh -13, Ba/F3 V617F tox 1, TbHK1 inh 7, PGE2 EP2 inh 6, Furin inhibitor -22, p97 inhibitor 3, NCF1 inh -11, PPC-1+TRAIL kill 15 and BaF3 parental 6.
For COC(=O)CCC(=O)N1CCCC(CNS(=O)(=O)c2ccc(OC)cc2)C1 (stereo unspecified) the results were RBBP9 inh -7, Ba/F3 V617F tox -2, TbHK1 inh -4, PGE2 EP2 inh 8, Furin inhibitor -12, p97 inhibitor 2, NCF1 inh -4, PPC-1+TRAIL kill 2 and BaF3 parental 0.
For CC(Oc1ccc(-c2ccccc2)c(F)c1)c1ccn(S(=O)(=O)c2ccc(Cl)cc2)n1 (stereo unspecified) the results were RBBP9 inh -6, Ba/F3 V617F tox -6, TbHK1 inh -4, PGE2 EP2 inh 7, Furin inhibitor -6[20 µM], p97 inhibitor 0, NCF1 inh -10, PPC-1+TRAIL kill 16 and BaF3 parental 0.
For CCCNC(=O)CCNC(=O)c1ccc(C(C)(C)C)cc1 the results were RBBP9 inh 0, Ba/F3 V617F tox 2, TbHK1 inh 4, PGE2 EP2 inh 6, Furin inhibitor -24, p97 inhibitor 2, NCF1 inh -13, PPC-1+TRAIL kill 9 and BaF3 parental 5.
Screening CC(=O)N1N=C2c3ccccc3CCC2C1c1cccs1 (stereo unspecified) returned RBBP9 inh 8, Ba/F3 V617F tox -1, TbHK1 inh -3, PGE2 EP2 inh 5, Furin inhibitor -21, p97 inhibitor -1, NCF1 inh -4, PPC-1+TRAIL kill 5 and BaF3 parental 4.
Cc1noc(C)c1S(=O)(=O)NCCN1CCN(c2ccccc2)CC1 was read as RBBP9 inh 0, Ba/F3 V617F tox -3, TbHK1 inh -3, PGE2 EP2 inh 15, Furin inhibitor -13[20 µM], p97 inhibitor -4, NCF1 inh -24, PPC-1+TRAIL kill 25 and BaF3 parental 2.
For COc1ccccc1C1=NOC(CN2C(=O)c3ccccc3S2(=O)=O)C1 (stereo unspecified) the results were RBBP9 inh -10, Ba/F3 V617F tox -2, TbHK1 inh -1, PGE2 EP2 inh 7, Furin inhibitor -16, p97 inhibitor 2, NCF1 inh -11, PPC-1+TRAIL kill -5 and BaF3 parental 2.
For CCN(CC(=O)Nc1c(C(=O)OC)[nH]c2ccc(Cl)cc12)c1ccc2c(c1)OCO2 the results were RBBP9 inh 4, Ba/F3 V617F tox -1, TbHK1 inh -19, PGE2 EP2 inh 20, Furin inhibitor -16, p97 inhibitor -2, NCF1 inh 0, PPC-1+TRAIL kill 4[5 µM] and BaF3 parental 4.
For COc1ccc(Cc2c(O)nc(SCC(=O)c3ccc(OC)cc3)[nH]c2=O)cc1 the results were RBBP9 inh 0, Ba/F3 V617F tox -2, TbHK1 inh -5, PGE2 EP2 inh 6, Furin inhibitor -33, p97 inhibitor 1, NCF1 inh -7, PPC-1+TRAIL kill -17 and BaF3 parental 2.
`CC1=C(C(=O)OCc2ccccc2)C(c2ccccc2OC(F)F)NC(=O)N1` (stereo unspecified) gave RBBP9 inh -10, Ba/F3 V617F tox 1, TbHK1 inh 1, PGE2 EP2 inh 6, Furin inhibitor -13, p97 inhibitor -2, NCF1 inh 1, PPC-1+TRAIL kill 4 and BaF3 parental 5.
CCOC(=O)C1C(=O)N(O)CC1c1cccc(Oc2ccccc2)c1 (stereo unspecified) was read as RBBP9 inh -10, Ba/F3 V617F tox -2, TbHK1 inh 1, PGE2 EP2 inh 8, Furin inhibitor -21, p97 inhibitor 0, NCF1 inh 0, PPC-1+TRAIL kill 10 and BaF3 parental 1.
`CCN(CC)S(=O)(=O)c1cccc(C(=O)N[C@H](C(=O)OCC(=O)NC(=O)NC)C(C)C)c1` gave RBBP9 inh -10, Ba/F3 V617F tox -3, TbHK1 inh 2, PGE2 EP2 inh 12, Furin inhibitor -29[20 µM], p97 inhibitor 2, NCF1 inh -18, PPC-1+TRAIL kill 16 and BaF3 parental 1.
COCCCn1c(-c2ccc(OC)cc2)nc2nc3ccccc3nc21 was read as RBBP9 inh 4, Ba/F3 V617F tox -5, TbHK1 inh -3, PGE2 EP2 inh 14, Furin inhibitor -31, p97 inhibitor 5, NCF1 inh -11, PPC-1+TRAIL kill 10 and BaF3 parental 1.
Cc1nc2ccc(NC(=O)/C=C/C(=O)O)cc2nc1C was read as RBBP9 inh -3, Ba/F3 V617F tox -4, TbHK1 inh -21, PGE2 EP2 inh 6, Furin inhibitor -9, p97 inhibitor 5, NCF1 inh -1, PPC-1+TRAIL kill -3 and BaF3 parental 0.
Screening Cc1ccc(-c2nc3sc4c(N)ncnc4c3c3c2CCCC3)cc1 returned RBBP9 inh -7, Ba/F3 V617F tox 2, TbHK1 inh -22, PGE2 EP2 inh -2, Furin inhibitor -16, p97 inhibitor -6, NCF1 inh -3, PPC-1+TRAIL kill -3 and BaF3 parental 0.
CCOC(=O)Cc1c(Cl)c2ccccc2[nH]c1=O was read as RBBP9 inh -1, Ba/F3 V617F tox -1, TbHK1 inh -4, PGE2 EP2 inh 4, Furin inhibitor -20, p97 inhibitor 4, NCF1 inh -6, PPC-1+TRAIL kill 9 and BaF3 parental 11.
Cc1cc2c3c(c1)C(C)CC(C)(C)N3C(=O)C2=C(C#N)C#N (stereo unspecified) was read as RBBP9 inh -4, Ba/F3 V617F tox -3, TbHK1 inh -5, PGE2 EP2 inh 9, Furin inhibitor -8, p97 inhibitor 1, NCF1 inh -3, PPC-1+TRAIL kill 8 and BaF3 parental -3.
Cc1cc(C(=O)Nn2c(C)nc3ccccc3c2=O)ccc1[N+](=O)[O-] was read as RBBP9 inh -1, Ba/F3 V617F tox -1, TbHK1 inh -6, PGE2 EP2 inh 4, Furin inhibitor -29, p97 inhibitor 0, NCF1 inh 3, PPC-1+TRAIL kill 22 and BaF3 parental 2.
`Cc1cc(NC(=O)c2cc(-c3ccc4c(c3)OCO4)on2)n(-c2ccccc2)n1` gave RBBP9 inh 1, Ba/F3 V617F tox -4, TbHK1 inh -12, PGE2 EP2 inh 1, Furin inhibitor -9, p97 inhibitor 14, NCF1 inh -12, PPC-1+TRAIL kill 1 and BaF3 parental -1.
Screening O=C(CCNC(=O)Cn1ccc2ccccc2c1=O)NCCN1CCc2ccccc2C1 returned RBBP9 inh -6, Ba/F3 V617F tox 3, TbHK1 inh -7, PGE2 EP2 inh 11, Furin inhibitor -10[20 µM], p97 inhibitor 2, NCF1 inh -16, PPC-1+TRAIL kill 3 and BaF3 parental 2.
For COc1ccc(C(=O)CC(Nc2ccc([N+](=O)[O-])cc2)c2ccc(OC)cc2)cc1 (stereo unspecified) the results were RBBP9 inh -20, Ba/F3 V617F tox 2, TbHK1 inh -10, PGE2 EP2 inh 5, Furin inhibitor -18[20 µM], p97 inhibitor 6, NCF1 inh -18, PPC-1+TRAIL kill -19 and BaF3 parental 2.
COC(=O)c1[nH]c2cc(OC)ccc2c1N was read as RBBP9 inh 3, Ba/F3 V617F tox -1, TbHK1 inh -7, PGE2 EP2 inh 11, Furin inhibitor -19, p97 inhibitor 7, NCF1 inh -14, PPC-1+TRAIL kill -5 and BaF3 parental 4.
Screening O=c1c2ccccc2nnn1CSc1nc2sc3c(c2c(=O)n1CC1CCCO1)CCC3 (stereo unspecified) returned RBBP9 inh -7, Ba/F3 V617F tox -1, TbHK1 inh -13, PGE2 EP2 inh 7, Furin inhibitor -4, p97 inhibitor -1, NCF1 inh -13, PPC-1+TRAIL kill -8 and BaF3 parental -2.
O=C(Nc1ccc(-n2ccnc2P(=O)(O)c2ccccc2)cc1)c1ccccc1Cl was read as RBBP9 inh 1, Ba/F3 V617F tox 0, TbHK1 inh -11, PGE2 EP2 inh 9, Furin inhibitor -13[20 µM], p97 inhibitor 5, NCF1 inh -13, PPC-1+TRAIL kill -2 and BaF3 parental 0.
Screening Cc1ccc(NC(=O)CN2C(=O)NC3(CCc4ccccc43)C2=O)cc1Cl (stereo unspecified) returned RBBP9 inh -7, Ba/F3 V617F tox -5, TbHK1 inh 0, PGE2 EP2 inh 11, Furin inhibitor -11[20 µM], p97 inhibitor 3, NCF1 inh -18, PPC-1+TRAIL kill 7 and BaF3 parental -1.

Compound activity as filed in PubChem.

An excerpt (hit frequency here may not be typical).
